# MBD2 inh: blocks human MBD2 binding to methylated DNA. Q9UBB5. TR-FRET, MBD2 binding to methylated oligonucleotide. inhibition, % at 4.4 µM. 370,000 compounds, 0.31% hits. AID 686964; in the data active = inhibition above about 13%
# NR1D1 modulator: Rev-erb alpha (human) modulation; Rev-erbα–FITC-DNA binding, fluorescence polarization, 90 min; activity, % at 10 µM; 370,000 compounds, 0.79% hits;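 active = activity above about 14%, limit read from the data; passing the limit was not always enough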;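 note: 0% = DMSO wells with 35 nM protein and 100% = DMSO wells with 750 nM protein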
# DAX1 inh-1: blocks DAX1 repression of SF-1 activated StAR promoter; AID 652010; 370,000 compounds, 1.1% hits; HEK293T StAR-luciferase reporter, SF-1/DAX-1 repression relief; inhibition, % at 6.8 µM;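 active = inhibition above the mean over all tested compounds plus 3 SD, cut at about 3.6% in these data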;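 note: 0% = DAX-1 cells with DMSO and 100% = cells lacking DAX-1 with DMSO; higher inhibition means more luminescence from relief of DAX-1 repression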
# PLC-gamma1 inh: blocks human PLC-gamma1 enzyme activity | purified PLC-gamma1, fluorogenic substrate, fluorescence | inhibition, % at 12.2 µM | 370,000 compounds, 0.84% hits | AID 720700; in the data active = inhibition above about 9.5%
# hgDAF-12 ag: activates the H. glycines DAF-12 receptor ligand-binding domain; HEK293 GAL4-hgDAF12 UAS-luciferase reporter, agonist luminescence; normalized to butyrate control; activation, % at 6.8 µM; 370,000 compounds, 1.8% hits;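 active = activation above a cutoff set at the mean of all screened compounds plus 3 SD, cut at about 10% in these data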;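 note: 0% = DMSO wells and 100% = sodium butyrate wells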
# ADAM17 inh: inhibits human ADAM17; inhibition, % at 6.95 µM; recombinant ADAM17, EDANS/DABCYL FRET peptide cleavage; 370,000 compounds, 0.83% hits; P78536; AID 720648;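 active = inhibition above the mean of compounds lying between control limits plus 3 SD, set per campaign, cut at about 8.5% in these data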;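 note: 0% = DMSO-only wells as the low control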
# Target sequence (P78536 215-824 limits assumed): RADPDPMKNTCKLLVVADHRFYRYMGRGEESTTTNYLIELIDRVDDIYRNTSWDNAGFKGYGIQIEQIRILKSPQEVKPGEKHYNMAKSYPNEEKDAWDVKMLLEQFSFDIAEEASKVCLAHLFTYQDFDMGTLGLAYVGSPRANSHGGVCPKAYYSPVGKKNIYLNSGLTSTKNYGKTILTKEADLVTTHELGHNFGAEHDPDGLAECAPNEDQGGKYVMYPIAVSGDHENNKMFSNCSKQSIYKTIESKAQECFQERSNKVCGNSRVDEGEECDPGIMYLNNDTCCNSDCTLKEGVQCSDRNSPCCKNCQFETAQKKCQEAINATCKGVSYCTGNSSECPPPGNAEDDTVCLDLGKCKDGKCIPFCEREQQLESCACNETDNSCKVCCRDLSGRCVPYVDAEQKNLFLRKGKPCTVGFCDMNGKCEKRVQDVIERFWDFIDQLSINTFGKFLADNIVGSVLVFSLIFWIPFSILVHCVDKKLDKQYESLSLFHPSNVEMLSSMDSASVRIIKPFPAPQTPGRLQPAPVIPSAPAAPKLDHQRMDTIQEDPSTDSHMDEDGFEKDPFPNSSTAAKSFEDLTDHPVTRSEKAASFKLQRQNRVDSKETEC
# ssDAF-12 act: S. stercoralis DAF-12 activation, primary screen; HEK293 ssDAF-12/GRIP1 lit1-tk-luc reporter, luminescence; % of 3 µM dafachronic acid response; activation, % at 6.8 µM; 370,000 compounds, 1% hits;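 active = activation above the mean over all tested compounds plus 3 SD, cut at about 0.9% in these data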;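 note: 0% = DMSO-only wells and 100% = 3 µM delta7-dafachronic acid wells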
# PLCb3 inh: PLC-beta3 (human) inhibition, primary screen. Q01970. Purified PLC-beta3, fluorogenic substrate, fluorescence. inhibition, % at 12.2 µM. 370,000 compounds, 0.18% hits; in the data active = inhibition above about 11%;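 note: 0% = median of compound wells on plate and 100% = full blocker control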
# SMARCA2 act: increases SMARCA2 function in MMTV reporter cells; MG213 cells, MMTV-luciferase reporter, dexamethasone, overnight; activation, % at 9.1 µM; 370,000 compounds, 1% hits; AID 652017; in the data active = activation above about 7.8%;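 note: 0% = vehicle wells and 100% = reference activator wells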
# hcDAF12 agonist: H. contortus DAF-12 activation, primary screen | HEK293 hcDAF-12 lit1-tk-luc reporter, luminescence; 0% DMSO, 100% Δ7-dafachronic acid | activation, % at 6.8 µM | 370,000 compounds, 1.4% hits;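 active = activation above the mean of all tested compounds plus 3 SD, cut at about 5.5% in these data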;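 note: 100% = response to 3 µM Δ7-dafachronic acid high control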
# DAX1 inh-2: NR0B1 (DAX1) inhibition; inhibition, % at 6.75 µM; 340,000 compounds, 0.99% hits; P51843; AID 504766; HEK293 Gal4-DAX1 luciferase reporter, luminescence;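 active = inhibition above the mean over all tested compounds plus 3 SD, cut at about 4.2% in these data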;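 note: 0% = DAX1-transfected cells with DMSO and 100% = empty-vector control cells with DMSO; inhibition shows as a rise in luminescence from relieved DAX1 repression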
# Target sequence (P51843 207-470 limits assumed): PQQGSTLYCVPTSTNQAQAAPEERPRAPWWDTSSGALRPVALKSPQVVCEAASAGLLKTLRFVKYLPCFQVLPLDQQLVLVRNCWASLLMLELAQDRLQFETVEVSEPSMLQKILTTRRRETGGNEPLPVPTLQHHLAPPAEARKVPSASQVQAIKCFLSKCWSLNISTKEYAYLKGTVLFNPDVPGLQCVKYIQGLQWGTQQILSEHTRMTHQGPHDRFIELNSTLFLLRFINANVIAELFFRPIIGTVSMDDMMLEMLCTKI
# Numbers without * were called inactive; . = not tested or not shown; & = joins results of further samples.
SMILES,MBD2 inh,NR1D1 modulator,DAX1 inh-1,PLC-gamma1 inh,hgDAF-12 ag,ADAM17 inh,ssDAF-12 act,PLCb3 inh,SMARCA2 act,hcDAF12 agonist,DAX1 inh-2
Cc1cc(NC2CCCCC2)nc(NCc2ccccc2)n1,3,-6,-1.9,3,-6.6,-4,-2.6,-2,-8,-4.0,0.3
CC(=O)c1ccc(Oc2ncnc(N)c2[N+](=O)[O-])cc1,0,6,-0.5,0,-4.3,-2,-1.1,-3,1,0.6,1.2
CN(C)S(=O)(=O)c1ccc(NC(=O)Cn2ccsc2=N)cc1,3,4,-0.1,-2,-2.0,-6,-1.4,-1,-1,-0.1,1.0
COc1ccc(NS(=O)(=O)c2ccc3nc(COc4cccc5ccccc45)[nH]c3c2)cc1,4,-1,-0.4,-1,-1.5,4,-1.7,-9,-2,-1.1,-2.8
CCOc1nc(NC(=O)NS(=O)(=O)c2cccc(Cl)c2)nc(-c2ccccc2)n1,2,-4,1.0,-2,0.1,-4,-1.5,1,1,-2.4,1.3
O=C1NCC(O)=C1C=NC12CC3CC(CC(C3)C1)C2,-7&1,1&-1,0.8&0.4,3&2,0.3&0.5,-1&-1,-1.5&-0.9,3&4,-2&2,-0.4&1.6,0.9&-0.5
COc1ccc(C2CCCN2CC(O)COc2ccccc2C(C)C)cc1 (stereo unspecified),0,-3,0.6,7,1.5,7,-0.2,-1,-4,0.6,-0.2
O=C(O)C1CCCN1c1ncccc1[N+](=O)[O-] (stereo unspecified),4,-5,0.8,-22,4.0,-30,-1.4,-27,-4,-1.6,0.5
O=C(NCc1ccccc1)c1cccc(NC(=O)C2CCCCC2)c1,-1,-6,-0.4,1,-1.0,0,-0.5,2,-2,-0.1,-1.5
COc1ccccc1N1CCN(C(=O)CN2C(=O)c3ccccc3C2=O)CC1,0,-5,0.5,0,0.5,2,-1.2,4,2,-1.5,-0.6
O=C(N[C@H](Cc1ccccc1)C(=O)N1CCN(c2ccc(Cl)cn2)CC1)[C@H]1O[C@@H](n2ccc(=O)[nH]c2=O)[C@H](O)[C@@H]1O,-2,-2,0.3,-3,0.9,-18,-0.8,-4,-3,0.4,.
O=C(CCc1nnc(-c2ccsc2)o1)NCc1ccccc1OC(F)(F)F,-1,-2,0.3,0,1.3,1,-0.8,1,2,0.0,0.5
CCCc1ccc(C(O)c2ncc(-c3ccc(OC)cc3)[nH]2)cc1 (stereo unspecified),1,-1,0.1,-11,0.4,-4,-0.9,-25,-2,2.6,.
Cc1nc(C)c(C(=O)NNC(=O)Nc2ccc(Cl)cc2)s1,-3,-2,0.0,4,-1.7,1,-1.4,-5,-4,-0.2,.
Cc1ccc(OCc2nnc(SCC(=O)Nc3cc(C)on3)n2C)cc1,2,-1,-0.3,-2,1.6,-4,-1.5,-2,2,0.5,-0.1
O=C(Nc1cccc(S(=O)(=O)NC2=NCCC2)c1)c1ccc(OC(F)F)cc1,-2,-2,-2.2,3,-2.1,-1,-1.2,0,4,-2.3,0.4
Nn1c(Cc2ccccc2F)nnc1SCn1nnc2ccccc2c1=O,-11,0,0.2,11*,-1.6,4,-1.8,3,-4,-2.2,0.5
CCc1ccc(/C=C2/C(=O)N(C)C(=S)N2CC(=O)OC)s1,1,-2,-0.7,1,2.4,0,-1.7,3,-3,0.4,-1.3
O=C(CCN1C(=O)c2cccc3cccc(c23)C1=O)Nc1ccon1,-4,43*,0.5,-2,-1.2,-33,-1.1,-2,0,-0.1,0.5
O=C(Nc1ccc(S(=O)(=O)N2CCOCC2)cc1)c1cc([N+](=O)[O-])ccc1Cl,-2,-2,-1.2,-1,4.0,-3,-0.4,-3,-3,2.5,1.5
COc1ccc(CNC(=O)C(=O)NCCCn2ccnc2)cc1,4,4,-0.2,2,-1.0,-2,-1.3,-2,4,-0.3,-0.1
CN1CCCCC(NC(=O)CSc2ccccc2)C1=O (stereo unspecified),-1,9,0.7,-1,4.0,-5,-1.2,0,-3,-0.1,.
Cc1cc(C)nc(SCCN2CCOCC2)n1,-1,-1,-0.5,0,-0.5,-6,-0.6,0,1,0.1,1.6
Cn1c(=O)c2c(nc(Oc3ccccc3)n2C)n(C)c1=O,-3,10,-0.1,1,0.1,-3,-0.9,3,1,-1.4,0.5
O=[N+]([O-])c1cccnc1N1CCC(c2cc(-c3ccc(Cl)cc3)n[nH]2)CC1,-4,2,-0.5,3,0.7,13*,-1.2,3,-6,-2.4,-1.0
Cc1nn2c(N)c(-c3ccccc3)cnc2c1-c1ccccc1,-4,19*,0.9,-29,6.9,-5,-0.8,-40,3,2.0,1.2
O=C(NCC(=O)N1CCCCCC1)c1ccc(Br)cc1,-5,6,0.1,1,2.2,-2,-1.3,-4,3,-0.5,4.4*
CC1CC1C(=O)OCC(=O)c1c(N)n(C)c(=O)n(C)c1=O (stereo unspecified),4,-4,0.1,2,6.8,1,-0.5,2,-3,1.3,1.8
CCNC(=S)N1CCC(C(=O)c2ccc(F)cc2)CC1,-1,0,-1.3,4,-2.6,-2,0.0,4,-5,-0.2,1.2
COc1ccc(NC(=O)N2CCN(S(C)(=O)=O)CC2)c(OC)c1,-4,-2,-0.5,0,1.5,0,-1.3,0,-2,-1.8,0.2
C/C(=N/NC(=O)OC(C)(C)C)c1ccco1,1,2,1.2,1,5.5,-2,0.0,0,5,1.5,0.9
Cc1nc2c3ccccc3nc(NNC(=O)CCC(=O)N3CCCC(C)C3)n2n1 (stereo unspecified),0,-2,0.1,0,2.9,2,-1.5,-4,-2,3.5,0.7
O=C(CSc1ncc(-c2ccc(F)cc2)[nH]1)NCc1ccco1,1,-4,0.2,2,-1.3,-4,-1.3,0,-1,-1.6,-1.2
COc1cc(CCC(=O)Nc2cccc(S(=O)(=O)N(C)C)c2)cc(OC)c1OC,1,-3,-1.0,-1,-3.1,0,-1.2,-4,-6,-2.9,-2.1
Cc1ccc(C(=O)c2ccccc2C(=O)OCC(=O)N2CCCC2)cc1,1,-1,0.4,4,3.2,-5,-0.2,1,0,1.2,-0.1
COc1ccc(-c2sc3ccccc3c2-c2ccc(OC)cc2F)cc1,-4,6,5.3*,-2,3.2,-4,-1.2,0,2,1.6,.
O=C(NNC(=S)Nc1ccc(Cl)cc1Cl)c1cccnc1,0,-2,0.7,0,3.1,-2,-0.7,-9,-1,0.2,0.7
CCOC(=O)N1CCC(N2CCN(S(=O)(=O)c3ccc(Cl)cc3)CC2)CC1,1,-1,-1.0,1,-2.2,-3,-1.2,3,-2,-1.7,-0.6
O=C(CNC(=O)c1cccs1)N/N=C/c1cccc(Br)c1,-2,-2,1.1,-2,-0.3,1,-1.1,-3,-2,-2.2,0.0
CCc1nnc(NC(=O)C2CCCN2S(=O)(=O)c2ccc(C)cc2)s1 (stereo unspecified),0,2,-0.5,2,-0.1,-1,-1.5,0,1,-1.9,0.8
O=C(NC(=S)NCc1ccccc1Cl)c1cccs1,-4,5,-1.9,0,0.2,5,-0.9,0,0,-0.1,-0.7
Cc1ccc(S(=O)(=O)NNC(=O)c2ccncc2)cc1[N+](=O)[O-],-6,1,0.0,1,-0.1,2,-0.6,-8,0,1.0,0.1
CC(C)OC(=O)CC(=O)CSc1nc2c(cc1C#N)CCCCCC2,2,5,1.1,-88,2.6,-16,-1.4,-132,0,-1.4,-1.2
Cc1ccc2c(C)c(C(=O)N(Cc3ccncc3)CC3CCCO3)oc2c1C (stereo unspecified),2,-2,-1.5,0,-2.1,-4,-0.8,-6,0,-1.2,0.1
Cc1ccc(Nc2ccc(-n3ccnc3)nn2)cc1C,-1,7,-0.6,3,1.6,-1,-0.2,3,4,0.0,2.3
CC(C)(C)C1CCN2CCCC(c3ccc([N+](=O)[O-])cc3)(C1)C21OCCO1 (stereo unspecified),0,7,-0.9,0,-3.0,-3,-0.3,2,-1,0.4,.
Cc1cc(NC(=O)COC(=O)c2cnccn2)ccc1Br,-2,11,-1.1,-2,4.3,-3,-1.1,-4,-2,0.3,0.2
Cn1nnc2c[n+](CC(=O)c3ccc4ccccc4c3)cc(Br)c21,-4,-2,-0.8,-23,0.2,-4,-1.4,-36,1,-0.3,-0.9
Cc1cccnc1NC(=S)NC(=O)c1cncc(Br)c1,5,1,0.0,-2,1.8,-20,-1.0,-2,2,0.2,1.3
Cc1cccc(C(CC(=O)N2CCCC2)c2ccccc2)c1O (stereo unspecified),0,0,-0.5,0,-0.6,-5,-1.6,1,0,0.2,0.7

# (further entries)
SMILES,MBD2 inh,NR1D1 modulator,DAX1 inh-1,PLC-gamma1 inh,hgDAF-12 ag,ADAM17 inh,ssDAF-12 act,PLCb3 inh,SMARCA2 act,hcDAF12 agonist,DAX1 inh-2
COc1ccc(/C=N/NC(=S)Nc2ccccc2)cc1COc1ccc(F)cc1,-4,6,0.0,11*,-0.1,5,-1.6,16*,-2,-2.0,2.2
COCCn1nnnc1CN1CCOCC1,0,-4,0.1,7,-2.3,2,-0.8,3,6,0.3,-0.4
COc1cccc(NC(=O)CCC2CCN(C(=O)c3cccc(NC(C)=O)c3)CC2)c1,36*,-2,-2.3,1,-1.7,-1,-0.9,-7,1,1.1,1.0
Cc1ccc(S(=O)(=O)N2CCOCC2)cc1NC(=O)Cn1nnc(-c2ccccc2)n1,2,0,-0.3,2,1.0,-4,-1.7,2,-2,1.8,-0.4
Cc1ccc(/C=N/NC(=O)Cc2c(F)cccc2Cl)s1,1,-4,3.2,-1,5.0,1,-1.4,-2,1,2.6,0.5
O=C(O)c1ccc(NC2=C(N3CCOCC3)C(=O)c3ccccc3C2=O)cc1,-6,5,0.0,5,-0.9,1,-1.1,1,-3,-0.3,0.2
Cc1ccc(S(=O)(=O)N2CCOC23CCN(C(=O)C(=O)NCCC(C)C)CC3)cc1,-6,-11,-0.2,1,-2.3,1,-1.0,-3,0,-1.4,-0.4
c1cncc(CNc2ncnc3ccc(-c4ccc5c(c4)OCCO5)cc23)c1,-6,2,0.2,-49,-0.5,-17,-1.3,-82,0,-1.6,0.8
CC(C)Cc1nc(SCC(=O)NCc2ccccc2)n[nH]1,1,0,-0.5,-3,-0.1,-3,-1.1,-3,1,-0.4,-0.5
CCN(CC(=O)Nc1cccc(F)c1)CC(=O)Nc1ccccc1OC,-2,-1,-0.2,9.8*,0.0,4,-0.9,0,-4,-2.4,-1.0
COC(=O)c1cc2c(c3c4cc(F)ccc4n(S(=O)(=O)c4ccc(C)cc4)c13)C(=O)N(c1ccc(OC)cc1)C2,4,10,0.5,-30,2.4,-3,-0.1,-48,-4,0.8,.
O=C(COc1ccccc1)NCC(=O)N/N=C/c1cc(Br)ccc1OCc1ccccc1,-2,0,-0.3,-2,-0.1,7,-2.1,-1,1,-2.0,-1.8

# Screens as filed in PubChem.
